Bioassay records as filed in PubChem BioAssay.
Growth percent in the NCI-60 one-dose screen (48 h, 10 µM unless noted): 100 = growth as untreated, 0 = no growth, -100 = all killed.
OVCAR-5 = OVCAR-5 ovarian cancer; 82,000 tested, 2.9% active
OVCAR-8 = OVCAR-8 ovarian cancer; 81,000 tested, 4.4% active; AID 1794782
DU-145 = DU-145 prostate cancer. AID 1794760. 81,000 tested, 4.2% active
OVCAR-4 = OVCAR-4 ovarian cancer cells; 80,000 tested, 3.7% active; AID 1794784
IGROV1 = IGROV1 ovarian cancer; 79,000 tested, 4.7% active; AID 1794786
PC-3 = PC-3 prostate cancer cells; 80,000 tested, 3.9% active; AID 1794754
OVCAR-3 = OVCAR-3 ovarian cancer | 79,000 tested, 7% active | AID 1794787
SK-OV-3 = SK-OV-3 ovarian cancer cells | 80,000 tested, 3.2% active
* = called active by the depositor; nt = no result given. How the source made its calls: active means growth percent below 10; inactive means the rest. Outcome played no part in choosing rows (roughly 10% active in at least one column).

SMILES	OVCAR-5	OVCAR-8	DU-145	OVCAR-4	IGROV1	PC-3	OVCAR-3	SK-OV-3
OCC1OC(n2cnc3c(NCc4ccco4)ncnc32)C(O)C1O (stereo unspecified)	29	0.9*	4.3*	23	-3.9*	22	-42*	-2.8*
CNC(=O)OC1C(O[C@H]2C[C@H]3[C@@H]4CC=C5C[C@@H](O)CC[C@]5(C)[C@H]4CC[C@]3(C)[C@H]2[C@H](C)C(=O)CCC(C)C)OCC(O)C1OC1OCC(O)C(O)C1OC(=O)c1ccc(OC)cc1 (stereo partly specified)	39	36	42	56	28	-22*	63	-21*
COc1ccc(C(=O)c2ccccc2C(=O)c2ccccc2)cc1	107	96	105	100	103	86	105	107
Cc1nc(C(Cl)Cl)nc2cc(-c3ccccc3)nn12	98	96	70	95	78	90	98	94
O=C(Nc1ccc2c(O)c(N=Nc3ccccc3)c(S(=O)(=O)O)cc2c1)c1ccccc1	104	92	108	109	108	95	107	98
NC(=O)N1N=C(c2ccc(Cl)cc2)CC1c1cn(-c2ccccc2)nc1-c1ccc(F)cc1 (stereo unspecified)	99	98	100	98	96	80	106	93
N#Cc1c(-c2ccc(Cl)cc2)cc(-c2ccc(NC(=O)CSc3nc4ccccc4c(=O)n3-c3ccccc3)cc2)nc1N	104	96	105	87	82	93	99	nt
O=S(=O)(O)Cc1cccc2ccccc12	nt	95	119	101	103	99	119	98
O=C(O)c1cc(-c2ccccc2)nc2ccc(Cl)cc12	113	85	103	96	93	78	103	93
COc1ccc(C(=O)C(O)c2ccccc2)cc1 (stereo unspecified)	94	109	99	102	103	92	97	107
O=c1[nH]c(=S)[nH]cc1Oc1ccc(Br)cc1	83	95	121	101	97	94	111	99
COc1ccc(/C=C(\C#N)n2nnc3cc(F)c(F)cc32)c(OC)c1OC	98	68	25	61	69	58	58	89
CC(=O)NNC(=S)/N=C/C(C(=O)Nc1ccccc1)=C(/C)O	94	98	115	104	103	87	112	92
O=C(Nc1ccc(F)c(Cl)c1)Nc1ccc(Cl)c(Cl)c1	114	92	88	nt	74	77	61	84
CCCN(CCC)c1ccc(N=Nc2ccccc2C(=O)O)cc1	nt	112	96	63	68	86	97	100
C=CCN1C(=O)CS/C1=N\Nc1cc(=O)[nH]c2ccccc12	98	105	106	101	96	88	106	108
COc1cc(C2NC(c3ccc(Cl)cc3)C(C)C(=O)C2C)cc(OC)c1OC (stereo unspecified)	100	93	114	96	75	85	109	103
COc1ccc(-c2cc(-c3ccc(Cl)cc3)nc(SCCCCCC(=O)NO)n2)cc1	90	90	115	106	101	96	102	93
Clc1ccc(-c2nn(-c3ccccc3)cc2-c2nc3ccccc3s2)cc1	108	95	122	91	103	94	125	116
CC(=O)OCCN1C=C(S(C)(=O)=O)C2=NCCN2C1=O	99	107	117	109	100	104	115	100

Fetched by structure from the list above:
SMILES	OVCAR-5	OVCAR-8	DU-145	OVCAR-4	IGROV1	PC-3	OVCAR-3	SK-OV-3
Cc1nc(C(Cl)Cl)nc2cc(-c3ccccc3)nn12	98	96	70	95	78	90	98	94
CC(=O)OCCN1C=C(S(C)(=O)=O)C2=NCCN2C1=O	99	107	117	109	100	104	115	100
O=C(Nc1ccc(F)c(Cl)c1)Nc1ccc(Cl)c(Cl)c1	114	92	88	nt	74	77	61	84

New compounds follow.
SMILES	OVCAR-5	OVCAR-8	DU-145	OVCAR-4	IGROV1	PC-3	OVCAR-3	SK-OV-3
CC1=NN(c2ccccc2)C(=O)/C1=C\N1CC(=O)NC1=S	119	102	106	102	106	94	111	101
CCOC(=O)c1ccc(NS(C)(=O)=O)cc1	101	100	109	nt	125	94	111	110
Cc1ccc(S(=O)(=O)N(C)c2cc(Cl)c(C(=O)O)c(Cl)c2)cc1	106	87	95	113	111	94	97	101
CN1C2CCC1/C(=C\c1ccc(Cl)cc1)C(=O)/C2=C/c1ccc(Cl)cc1	102	-27*	42	64	69	52	46	93
O=[N+]([O-])c1ccc(OCc2ccccc2)cc1	95	119	101	111	114	93	106	111
CCN(CC)CC(O)CNCc1ccccc1 (stereo unspecified)	109	96	110	108	102	72	103	105
C=CCn1c(SCC(=O)Nc2cccc(C(=O)/C=C/c3ccccc3Cl)c2)nc2ccccc2c1=O	95	92	94	88	92	83	nt	119
COc1cccc(C2=NN(c3ccc(-c4ccccc4)nn3)C(c3ccc(Cl)cc3)C2)c1 (stereo unspecified)	96	89	100	90	73	71	97	79
CCCCCCn1ncc2c(N)ncnc21	93	99	110	101	106	90	115	90
COc1ccc2nc(-c3ccc(-c4noc(-c5ccccc5)n4)cc3)[nH]c2c1	122	104	102	108	109	91	104	107
O=C(CSc1ccc(-c2ccccc2)nn1)Nc1ccccc1	102	97	110	103	110	100	112	102
O=c1[nH][n+](-c2no[n+]([O-])c2-c2cccc(F)c2)no1	104	106	109	102	93	96	108	nt
CC(=O)OC(C)(C)[C@@H]1CC[C@H](C)C2=C(C1)[C@@H](C)CC2	103	107	104	98	107	89	106	109
CN1C(=O)CNC(=O)[C@H](CO)NC(=O)[C@H](Cc2ccccc2)NC(=O)[C@H](CCCN=C(N)N)NC(=O)[C@@H]1Cc1ccc(O)cc1	99	99	107	93	96	88	114	101
CCCCCCCCCCCCNC(=O)C(C)O (stereo unspecified)	97	96	102	89	95	76	100	95
O=S(=O)(CC(O)(c1ccccc1)c1ccccc1)CC(O)(c1ccccc1)c1ccccc1	95	76	75	81	66	80	77	77
CN1CCN(CCCN2c3ccccc3Sc3ccc(C(F)(F)F)cc32)CC1	nt	78	70	71	41	40	92	92
O=C(Oc1ccc(C2c3cc(OC(=O)c4ccccc4)c(OC(=O)c4ccccc4)cc3CC3C(=O)OCC32)cc1OC(=O)c1ccccc1)c1ccccc1 (stereo unspecified)	103	91	108	98	105	74	101	83
CCOC(=O)n1cc(-c2nonc2-c2cn(C(=O)OCC)c3ccc(OC)cc23)c2cc(OC)ccc21	88	103	107	98	93	nt	102	97
O=C(CN1CCN(c2cc(=O)n(-c3ccccc3)c3ccccc23)CC1)Nc1cccc([N+](=O)[O-])c1	93	78	87	41	72	64	83	91

Complete entries from above. Order of screens: OVCAR-5 | OVCAR-8 | DU-145 | OVCAR-4 | IGROV1 | PC-3 | OVCAR-3 | SK-OV-3
O=C(Oc1ccc(C2c3cc(OC(=O)c4ccccc4)c(OC(=O)c4ccccc4)cc3CC3C(=O)OCC32)cc1OC(=O)c1ccccc1)c1ccccc1 (stereo unspecified) is listed with 103 | 91 | 108 | 98 | 105 | 74 | 101 | 83
CC1=NN(c2ccccc2)C(=O)/C1=C\N1CC(=O)NC1=S is listed with 119 | 102 | 106 | 102 | 106 | 94 | 111 | 101

(list continues)
SMILES	OVCAR-5	OVCAR-8	DU-145	OVCAR-4	IGROV1	PC-3	OVCAR-3	SK-OV-3
Cc1ccc(S(=O)(=O)Nc2ccc(I)cc2)cc1	109	100	104	88	101	93	95	101
O=C1c2c(c3c4cc(F)ccc4oc3c3[nH]c4ccc(Br)cc4c23)C(=O)N1O	108	20	25	77	46	20	67	4.4*
Cc1ccc(S(=O)(=O)C/C(=N/NC(=O)c2ccc(S(N)(=O)=O)cc2)c2cc3ccccc3oc2=O)cc1	98	100	113	nt	104	99	112	nt
CCOC(=O)c1ccc(NC2=C(Br)C(=O)C(C)=C(C)C2=O)cc1	102	98	105	82	98	95	114	100
CCOP(=O)(NCC(=O)Nc1nc(-c2cccc(NS(=O)(=O)c3cccc4c(N(C)C)cccc34)c2)cs1)OCC	83	44	89	73	71	53	nt	83
Clc1ccc(-c2nnc(-c3ccc4ccccc4c3)o2)cc1	90	95	104	97	105	100	109	114
COc1cccc(NC(=O)c2sc3nc4c(cc3c2N)CN(Cc2ccccc2)CC4)c1C	103	93	94	91	94	78	96	91
COC(CCCl)(CCCl)OC	100	102	105	85	107	101	101	103
N#Cc1c(-c2ccc(C(F)(F)F)cc2)c(F)c(NCCC2CCC(O)C2)n2c1nc1ccccc12 (stereo unspecified)	89	45	47	70	50	38	80	43
Cc1c(C(=O)O)nnn1-c1nc2c(s1)CCCC2	111	101	104	123	114	105	102	94
CC(=O)O[C@H]1CC[C@@]2(C)[C@@H](CC[C@@H]3[C@@H]2CC(=O)[C@]2(C)[C@@H]4C(=O)C=C5CCCCC5[C@@H]4C[C@@H]32)C1 (stereo partly specified)	63	96	96	85	103	71	101	103
N#C/C(=C/c1cc([N+](=O)[O-])ccc1Cl)C(N)=O	107	82	93	94	70	89	104	96
CCCCCCCCCC(=O)Oc1ccc(/C(=C(/C)Cc2cccc(OC)c2)c2ccc(OCCN(C)C)cc2)cc1	101	108	108	115	110	110	109	113
N#C/C(=C\c1ccc(-c2ccccc2Cl)o1)c1ccccc1	90	93	101	79	53	85	99	82
N#Cc1c(-c2ccc(Cl)cc2)cc(-c2ccccc2)[nH]c1=O	101	96	98	96	82	95	nt	106
C/C=C1/CCC2C3CCC4=CC(=O)CCC4C3CCC12C (stereo unspecified)	92	101	103	88	98	85	112	113
CCCSc1nc(Nc2ccc(/C(C)=N\NC(N)=S)cc2)c(C#N)c(-c2ccc(F)cc2)n1	111	98	116	119	99	98	131	114
C#CCC1(CC#C)C(=O)[C@@H]2C[C@@H](O)[C@@H](O)C[C@]2(C)[C@H]2CC[C@@]3(C)C(=C21)CC[C@@H]3[C@@](C)(O)[C@H](O)CCC(C)(C)O	110	96	108	118	107	90	104	103
CCCCCCCCC(=O)OCCCC(CCC(CCC1CCCO1)OC(=O)CCCCCCCC)OC(=O)CCCCCCCC (stereo unspecified)	99	103	106	102	107	85	110	96
CC1CN(c2oc(-c3ccc([N+](=O)[O-])cc3)nc2C#N)CC(C)O1 (stereo unspecified)	107	103	117	102	103	97	110	110
O=C(O)c1ccc(NC(=O)C(Cl)Cl)cc1	97	99	111	111	107	89	112	86
Clc1ccc(Sc2cnc(-c3ccccc3)o2)cc1	99	99	104	96	97	104	97	101
Nc1cc(N)c2nc(NCCc3ccc(Cl)c(Cl)c3)cnc2c1	31	33	101	-97*	21	44	-43*	89
S=C(Sc1ccc(Cl)cc1)Sc1ccc(Cl)cc1	60	22	17	10	-50*	9.5*	-65*	109
CC1(O)CCC(Nc2cc(-c3ccc(C(F)(F)F)cc3)c(C#N)c3nc4ccccc4n23)CC1 (stereo unspecified)	99	78	68	55	79	36	81	69
COc1cc(/C=C/c2nnc(-c3cc(-c4ccc(C)c(C)c4)n[nH]3)o2)cc(OC)c1OC	93	80	99	91	73	69	101	109
CCOc1ccc(N2C(=O)N(c3ccc(SC)cc3)C(=N)C2=S)cc1	98	101	103	99	99	88	104	87
O=C(CCCCCCCCC(=O)OCc1ccccc1)OCc1ccccc1	96	108	111	111	103	100	104	93
CN(C)c1ccc(/C=N/N2C(=O)CSC2=S)c(Cl)c1	106	97	108	nt	102	92	111	103
O=C(OCCCl)c1ccccc1C(=O)OCCCl	99	107	111	116	104	96	105	110
C[C@@H]1N=C(c2ccc3ccccc3c2)Nc2nc3ccccn3c2C1=O	91	54	73	74	32	52	17	40
O=C(Nc1ccccc1F)Nc1nccnc1OCc1cccc(F)c1	103	91	105	79	64	81	87	82
O=S1(=O)c2ccccc2Oc2ccccc21	96	100	107	100	105	93	114	104
CC1OC(OC2C(Oc3cc(O)c4c(c3)O[C@H](c3ccc(O)cc3)CC4=O)OC(CO)C(O)C2O)C(O)C(O)C1O (stereo partly specified)	97	105	102	100	108	97	98	105
Cc1ccc2nc(C)[nH]c2c1	119	105	126	109	103	92	116	111
C=C1CCC2C3(C)COC(c4ccc(N(C)C)cc4)OC3CCC2(C)C1C/C=C1/C(=O)OCC1O (stereo unspecified)	96	48	7.4*	68	39	9.2*	nt	84
C=C(C)C(=O)O[C@H]1C[C@@]2(C)OC(=CC2=O)[C@H](C)[C@H](O)[C@H]2OC(=O)C(=C)[C@@H]21	99	72	73	82	70	80	20	90
Cc1ccc(S(=O)(=O)c2nc(S(=O)(=O)c3ccc(C)cc3)c(N3CCN(C)CC3)s2)cc1	94	48	53	62	77	79	46	124
C=CC(=O)Nc1cccc(-c2nc(SC)n(C)c(=O)c2C#N)c1	104	82	78	83	88	98	103	112
O=C1C=CC(=O)N1Cc1ccco1	62	86	4.3*	106	70	82	113	94

Limited to SK-OV-3 and OVCAR-5, for some of the entries so far:
SMILES,SK-OV-3,OVCAR-5
CC1(O)CCC(Nc2cc(-c3ccc(C(F)(F)F)cc3)c(C#N)c3nc4ccccc4n23)CC1 (stereo unspecified),69,99
COc1cc(/C=C/c2nnc(-c3cc(-c4ccc(C)c(C)c4)n[nH]3)o2)cc(OC)c1OC,109,93
CCOc1ccc(N2C(=O)N(c3ccc(SC)cc3)C(=N)C2=S)cc1,87,98
O=C(CCCCCCCCC(=O)OCc1ccccc1)OCc1ccccc1,93,96
CN(C)c1ccc(/C=N/N2C(=O)CSC2=S)c(Cl)c1,103,106
O=C(OCCCl)c1ccccc1C(=O)OCCCl,110,99
C[C@@H]1N=C(c2ccc3ccccc3c2)Nc2nc3ccccn3c2C1=O,40,91

Next results follow.
SMILES	OVCAR-5	OVCAR-8	DU-145	OVCAR-4	IGROV1	PC-3	OVCAR-3	SK-OV-3
Nc1cccc(CC(=O)Nc2ccccc2)c1	106	101	117	120	104	92	115	107
Nc1nn2c(-c3ccc(Br)cc3)ccnc2c1N=Nc1ccc(S(N)(=O)=O)cc1	106	99	101	96	99	94	103	109
CC1(C)CC[C@]2(C(=O)NCCNCCN)CC[C@]3(C)C(=CC[C@@H]4[C@@]5(C)CCC(=O)C(C)(C)[C@@H]5CC[C@]43C)[C@@H]2C1	106	21	33	65	24	41	-27*	90
COc1cc(NC(=O)Nc2cnc(Nc3ccc(N4CCOCC4)cc3)nc2Oc2ccc(C(F)(F)F)cc2)cc(OC)c1	116	100	118	111	104	93	110	104
CCC(=O)Oc1ccc(/C(=C(\C)c2ccccc2)c2ccc(OCCN(CC)CC)cc2)cc1	92	88	102	88	93	67	98	91
Cc1ccc2cccc(OC(=O)c3cccnc3Oc3ccccc3)c2n1	100	100	108	99	103	98	109	100
CCOC(=O)CCCCSCCCCC(=O)OCC	104	98	112	98	108	95	111	106
